PfHsp90 set2: growth inhibition of yeast expressing Plasmodium Hsp90. actives 0.32% (n = 310,000). inhibition, % at 9.4 µM. AID 504621. S. cerevisiae expressing PfHsp90, BacTiter-Glo ATP, 48 h; yeast lacking PDR1 and PDR3 efflux regulators;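 active means every replicate shows inhibition above about 80%, whatever the replicate mean, limit read from the data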;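 further: 0% = DMSO neutral controls and 100% = 20 µM radicicol positive controls; yeast relying on Plasmodium falciparum Hsp90 in place of its own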
CAL PDZ FP-1: human CAL PDZ-peptide interaction inhibition; actives 0.02% (n = 330,000); Q9HD26; purified CAL PDZ, TMR-peptide fluorescence polarization, 1 h; inhibition, % at 20 µM; AID 504414;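 active means highest replicate inhibition of at least 40%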;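 further: plate controls were DMSO neutral control wells for no effect and unlabeled competitor peptide control wells for full effect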
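Test system: tagged CAL PDZ domain / Buffer or medium: sodium phosphate/NaCl buffer pH 7.4 with TCEP, IgG, Thesit / Reagent: TMR-labelled reporter peptide T*-PRC34 bound in PDZ groove / Compound dosing: single point, 20 µM / Schedule: 1 h incubation at room temperature before polarization reading / Technique: fluorescence polarization (mP) / Benchmarks: unlabelled peptide, DMSO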
Rtt109 HAT inh: C. albicans Rtt109 histone acetyltransferase inhibition; Q5AAJ8; actives 0.16% (n = 330,000); inhibition, % at 34.9 µM; purified Rtt109/Vps75, ThioGlo CoA-SH fluorescence, 4 h;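 active means inhibition of at least 50% in every replicate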
PvdQ inh: blocks Pseudomonas aeruginosa PvdQ acylase activity | purified PvdQ acylase, fluorescence plate reader | inhibition, % at 10 µM | actives 0.063% (n = 340,000) | AID 488965; in the data active means inhibition above about 30%, passing the limit was not always enough;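 further: 0% = vehicle neutral wells and 100% = reference inhibitor wells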
CAL PDZ FP-2: blocks peptide binding to the human CAL PDZ domain; Q9HD26; purified CAL PDZ, TMR-peptide fluorescence polarization, 1 h; inhibition, % at 24.9 µM; actives 0.92% (n = 300,000); AID 602252;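 active means mean inhibition of at least 30% with at least half of replicates also reaching 30%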;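 further: 0% = DMSO neutral control and 100% = excess unlabeled competitor peptide PRC23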
SR-BI HDL uptake: inhibitors of mouse SR-BI mediated HDL lipid uptake; Q61009; ldlA[mSR-BI] CHO cells, DiI-HDL uptake fluorescence, 3 h; inhibition, % at 12.5 µM; actives 0.96% (n = 320,000);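 active means mean replicate inhibition of at least 70% and a set share of replicates each scoring 70 or more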;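 further: 0% = median of neutral control wells and 100% = median of positive control wells; values of inactives mirror those of a sister screen read the other way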
NSD2 inh: inhibitors of human histone methyltransferase NSD2 | AID 743445 | actives 0.54% (n = 310,000) | O96028 | NSD2 peptide methylation, AlphaScreen, 120 min | inhibition, % at 12.5 µM; in the data active means inhibition above about 50%
Target sequence (O96028 whole entry, looked up): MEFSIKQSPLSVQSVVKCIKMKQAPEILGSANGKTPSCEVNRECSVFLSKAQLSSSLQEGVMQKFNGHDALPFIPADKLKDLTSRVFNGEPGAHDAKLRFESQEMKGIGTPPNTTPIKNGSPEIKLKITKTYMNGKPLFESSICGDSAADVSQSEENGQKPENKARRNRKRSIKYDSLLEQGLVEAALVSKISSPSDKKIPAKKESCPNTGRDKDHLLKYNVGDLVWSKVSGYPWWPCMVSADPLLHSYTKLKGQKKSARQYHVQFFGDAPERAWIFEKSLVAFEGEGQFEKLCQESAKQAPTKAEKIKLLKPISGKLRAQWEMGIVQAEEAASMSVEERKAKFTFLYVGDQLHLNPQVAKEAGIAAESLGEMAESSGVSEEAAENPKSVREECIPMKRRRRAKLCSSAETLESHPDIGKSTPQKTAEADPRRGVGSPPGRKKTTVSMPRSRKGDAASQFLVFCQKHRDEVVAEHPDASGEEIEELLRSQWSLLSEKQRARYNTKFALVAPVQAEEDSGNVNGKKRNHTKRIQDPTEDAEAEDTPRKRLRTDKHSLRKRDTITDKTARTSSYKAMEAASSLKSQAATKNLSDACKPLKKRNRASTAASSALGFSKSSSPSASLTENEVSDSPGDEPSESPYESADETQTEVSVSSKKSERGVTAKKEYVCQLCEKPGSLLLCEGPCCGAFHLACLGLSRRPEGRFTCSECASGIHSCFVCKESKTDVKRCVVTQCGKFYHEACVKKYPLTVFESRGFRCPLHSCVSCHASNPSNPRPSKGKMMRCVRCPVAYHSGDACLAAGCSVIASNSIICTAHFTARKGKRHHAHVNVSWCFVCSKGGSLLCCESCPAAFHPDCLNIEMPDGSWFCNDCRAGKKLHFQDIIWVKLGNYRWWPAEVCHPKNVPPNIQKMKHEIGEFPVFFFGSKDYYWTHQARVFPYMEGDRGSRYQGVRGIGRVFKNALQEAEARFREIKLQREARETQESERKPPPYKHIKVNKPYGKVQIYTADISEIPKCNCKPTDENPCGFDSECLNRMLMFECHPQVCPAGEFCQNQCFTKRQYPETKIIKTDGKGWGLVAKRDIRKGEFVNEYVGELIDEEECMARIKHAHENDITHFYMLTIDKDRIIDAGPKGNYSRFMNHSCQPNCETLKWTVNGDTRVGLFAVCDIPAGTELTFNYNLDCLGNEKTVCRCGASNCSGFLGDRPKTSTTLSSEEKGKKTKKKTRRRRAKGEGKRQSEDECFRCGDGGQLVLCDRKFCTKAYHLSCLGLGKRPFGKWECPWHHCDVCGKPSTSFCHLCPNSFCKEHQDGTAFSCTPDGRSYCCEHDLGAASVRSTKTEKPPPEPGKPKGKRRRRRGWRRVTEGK
MITF TRPM1 HTS: activators of MITF-driven TRPM1 promoter activity in SK-MEL-5 cells. activation, % at 12.5 µM. actives 0.75% (n = 300,000). SK-MEL-5 TRPM1-promoter luciferase, 24 h; % of positive control, neutral wells = 0;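 active means mean activation of at least 80% with every replicate also reaching 80%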;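 further: 0% = neutral control wells and 100% = parthenolide positive control wells; values of inactives mirror those of a sister screen read the other way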
dFosB activator: mouse delta FosB homodimer activation; P13346; purified delta FosB, TAMRA-CDK5 oligo fluorescence polarization; percent of positive-control signal above neutral wells; activation, % at 25 µM; actives 0.99% (n = 340,000); AID 493131;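 active means mean activation above about 17%, with every replicate also reaching it, limit read from the data, passing the limit was not always enough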;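 further: fluorescence polarization rise as delta FosB binds a TAMRA Cdk5 AP-1 oligo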
SR-BI DiI-HDL act: SR-BI HDL lipid transfer activation; CHO ldlA[mSR-BI] cells, DiI-HDL uptake fluorescence, 3 h; 100 = double the neutral-control signal; activation, % at 12.5 µM; actives 0.096% (n = 320,000); AID 504775;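 active means mean replicate activation of at least 60% and every replicate at or above 60%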;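 further: 0% = median plate neutral-control signal and 100% = twice that signal; values of inactives mirror those of a sister screen read the other way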
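Test system: SR-BI-overexpressing, LDLR-lacking CHO cells. Measured by: DiI fluorescence, bottom read. Medium: Ham's F12 with 0.5% BSA, HEPES 25 mM, pH 7.4. Timing: 3 h uptake period with compound, 37 °C.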
* = called active by the depositor; x = not tested or not shown.

1. Cc1cnc(C)c(N2CCN(C(=O)C3CCC(=O)N(CCc4cccc(F)c4)C3)CC2)n1 (configuration not stated)
2. Cc1cc(C(=O)N/N=C/c2cccc(OC(=O)c3cccc(Br)c3)c2)n[nH]1
3. O=[N+]([O-])c1cc(C(F)(F)F)ccc1N1CCN(S(=O)(=O)c2ccc3ccccc3c2)CC1
4. C=C(C)Cn1c(SCC(=O)N/N=C/c2cccc(O)c2)nc2ccccc2c1=O
5. CC(=O)c1cccc(NC(=O)COc2cc(C)on2)c1
6. COC(=O)c1ccccc1NC(=O)c1ccc(COc2ccc3c(c2)CCC3)cc1
7. C=CCc1cccc(/C=N/NC(=O)c2ccccc2OC)c1O
8. CS(=O)(=O)N(CC(=O)NC1CC2CCC1C2)c1ccc(Oc2ccccc2)cc1 (configuration not stated)
9. CC(=O)c1ccc(OC(C)C(=O)Nc2cccc(S(=O)(=O)NCc3ccco3)c2)cc1 (configuration not stated)
10. NC(=O)CSc1cn(Cc2ccc(F)cc2)c2ccccc12

entry no.	1	2	3	4	5	6	7	8	9	10
PfHsp90 set2	-7	-12	1	-8	-29	1	-13	12	22	44
CAL PDZ FP-1	-2.2	-1.1	-1.0	-1.5	-0.2	-3.8	-0.4	-0.5	-0.1	0.5
Rtt109 HAT inh	-6	-8	3	8	-3	3	3	17	-3	4
PvdQ inh	-4	-20	2	8	-9	-13	-2	8	-14	-7
CAL PDZ FP-2	0	-1	x	-2	-2	-3	-3	7	-4	-4
SR-BI HDL uptake	10	23	-10	-17	11	1	44	2	18	0
NSD2 inh	2	16	x	-1	-2	-2	1	5	0	x
MITF TRPM1 HTS	-10	1	x	-11	0	14	14	4	-13	-24
dFosB activator	-2	30*	-2	-4	-1	-8	-10	-10	-12	4
SR-BI DiI-HDL act	-10	-23	10	17	-11	0	-44	-2	-18	0

Already shown: an excerpt of the list.
7. C=CCc1cccc(/C=N/NC(=O)c2ccccc2OC)c1O
8. CS(=O)(=O)N(CC(=O)NC1CC2CCC1C2)c1ccc(Oc2ccccc2)cc1 (configuration not stated)

entry no.	7	8
PfHsp90 set2	-13	12
CAL PDZ FP-1	-0.4	-0.5
Rtt109 HAT inh	3	17
PvdQ inh	-2	8
CAL PDZ FP-2	-3	7
SR-BI HDL uptake	44	2
NSD2 inh	1	5
MITF TRPM1 HTS	14	4
dFosB activator	-10	-10
SR-BI DiI-HDL act	-44	-2

More results
11. O=C(Nc1nc(-c2ccccn2)cs1)c1cc(S(=O)(=O)N2CCOCC2)ccc1F
12. C=CCOc1ccc(/C=C\c2nc(O)c([N+](=O)[O-])c(=O)[nH]2)cc1OCC
13. C=CCOc1c(Br)cc(/C=N/n2c(CC)n[nH]c2=S)cc1Br
14. CCOC(=O)C1CCCN(C(=O)c2cc(Nc3ccc(OC)cc3)nc3ccccc23)C1 (configuration not stated)
15. COc1ccc(C(C)=O)cc1COC(=O)[C@H](Cc1ccccc1)NC(=O)c1ccco1
16. O=C(CCS(=O)(=O)c1ccc(Cl)cc1)N1CCN(S(=O)(=O)c2cccs2)CC1
17. C(C#CCN1CCOCC1)#CCN1CCOCC1
18. COc1ccc(NC(=O)CCc2nnc3ccc(N4CCC(C)CC4)nn23)cc1
19. C#CCOCCOCCOCCNc1nc(N2CCN(C(=O)[C@H](C)n3cc(CCC(=O)O)nn3)CC2)nc(N2CCN(C(=O)[C@H](CCCCN)n3cc(CCCC)nn3)CC2)n1
20. O=C(NCCCc1ccncc1)C1CCC(=O)N(Cc2cccc(F)c2)C1 (configuration not stated)

entry no.	11	12	13	14	15	16	17	18	19	20
PfHsp90 set2	x	-14	-40	-17	x	x	x	-1	1	16
CAL PDZ FP-1	-0.7	-0.3	-0.8	-0.7	-1.5	-3.2	0.7	-1.4	0.8	-2.1
Rtt109 HAT inh	18	4	-3	9	6	-4	17	2	-9	-2
PvdQ inh	2	-13	-10	4	-21	-18	0	-3	-9	-12
CAL PDZ FP-2	-4	1	-4	-1	x	-5	x	-3	-2	-6
SR-BI HDL uptake	-7	x	-17	41	6	6	-12	4	-20	-1
NSD2 inh	1	12	2	-3	2	-3	2	-4	x	18
MITF TRPM1 HTS	-7	2	-16	x	-10	x	-1	-11	4	-7
dFosB activator	-14	-8	-4	-7	-10	-15	-4	-22	-21	7
SR-BI DiI-HDL act	7	x	17	-41	-6	-6	12	-4	20	1

21. CCCN1CCN(C(=O)Cn2cnc3sc(C)c(S(=O)(=O)N4CCC(C)CC4)c3c2=O)CC1
22. Cc1ccc2oc(=O)cc(/C=C/c3ccccc3)c2c1
23. Cc1cc(C)cc(C(=O)N2CCN=C2SCc2ccc([N+](=O)[O-])cc2)c1
24. O=C(CN1CCOCC1)NNC(=O)c1ccc([N+](=O)[O-])cc1
25. O=C(CN1C(=O)N/C(=C\c2ccccc2OCc2ccc(C(=O)O)cc2)C1=O)Nc1ccc(F)cc1
26. Cc1ccc(NC(=O)CSc2nnc(-c3ccc(S(=O)(=O)N4CCCC4)cc3)o2)cc1C
27. COc1ccc(S(=O)(=O)N2CCCCC2)cc1NC(=O)Cc1ccsc1
28. CC(=O)Nc1ccc(NC(=O)C(C)OC(=O)CCc2nc3ccccc3s2)cc1 (configuration not stated)
29. CCC(Sc1nc2ccc(C)cc2[nH]1)C(=O)O (configuration not stated)
30. Cc1[nH]n(-c2ccccc2)c(=O)c1C=NC1CCCCCC1

entry no.	21	22	23	24	25	26	27	28	29	30
PfHsp90 set2	-4	-15	-6	-11	2	x	2	3	4	-20
CAL PDZ FP-1	-0.8	-3.1	-1.5	-0.6	-4.4	-0.4	-0.2	-1.0	-0.5	-3.1
Rtt109 HAT inh	4	2	-3	0	-1	-7	-1	-5	11	1
PvdQ inh	-10	-9	-1	-14	4	-7	-15	-12	-12	-10
CAL PDZ FP-2	-7	1	-2	x	-4	-3	x	-5	-5	-2
SR-BI HDL uptake	33	32	60	-3	-8	21	37	-2	-37	40
NSD2 inh	-1	0	3	0	-1	x	51*	-4	0	13
MITF TRPM1 HTS	0	-1	-2	-3	4	-14	-24	-7	-4	7
dFosB activator	-6	-14	5	2	-10	70*	-6	-5	-2	-7
SR-BI DiI-HDL act	-33	-32	-60	3	8	-21	-37	2	37	-40

31. CC(C)NC(=O)c1onc(CSc2ccc(Cl)cc2)c1C(=O)O
32. COc1ccc(C(=O)N[C@H](C(=O)Nc2nc3c(s2)CCCC3)C(C)C)cc1
33. CC1(C)CC(=O)c2cc(C(=O)N3CCCC(C)(C)C3)c(=O)n(-c3ccccc3)c2C1
34. CN1CCN(C(=O)c2cc(=O)c3cc(Cl)ccc3o2)CC1
35. O=C(NCCc1ccc(Cl)cc1)c1cccc(N2CCCC2=O)c1
36. O=c1nc(N/N=C/C=C/c2ccccc2)cn[nH]1
37. Cc1nnsc1C(=O)Nc1ccc(S(=O)(=O)N2CCCCC2C)cc1 (configuration not stated)
38. Cc1cc(-c2nnc(SCC(=O)c3ccc4c(c3)OCCO4)o2)no1
39. C=CCNC(=O)COc1ccc(Oc2ccccc2)cc1
40. CN(C(=O)c1ccccc1C(=O)OCC(=O)NC(=O)NC(C)(C)C)C1CCCCC1

entry no.	31	32	33	34	35	36	37	38	39	40
PfHsp90 set2	-31	17	-4	39	-24	10	-10	-6	0	15
CAL PDZ FP-1	-0.4	-0.3	x	-0.3	-1.4	-1.4	-0.2	-1.9	-0.2	-2.3
Rtt109 HAT inh	-4	2	-6	3	12	-1	-10	11	0	10
PvdQ inh	-13	-6	0	-4	-1	-13	-1	-2	-10	-27
CAL PDZ FP-2	-2	-3	-1	-2	2	-2	6	-1	9	-1
SR-BI HDL uptake	-5	33	-12	-3	15	x	6	-4	-16	-10
NSD2 inh	x	0	-1	-1	-3	-1	x	4	-1	x
MITF TRPM1 HTS	-4	61	1	5	54	-1	1	-9	13	-3
dFosB activator	-5	-2	2	-3	-1	0	-7	4	-3	-16
SR-BI DiI-HDL act	5	-33	12	3	-15	x	-6	4	16	10

41. O=S(=O)(Nc1cc(Cl)ccc1-n1cncn1)c1ccccc1Cl
42. O=C(CN(C(=O)c1csnn1)c1cccc(Cl)c1)NCCc1ccccc1
43. COc1ccc(/C=N/NC(=O)CN(C2=NS(=O)(=O)c3ccccc32)c2ccccc2)cc1OC
44. COc1ccc(-c2nsc(SCC(=O)Nc3ccc4c(c3)OCO4)n2)cc1
45. N#C/C(=C/c1ccc(Oc2ccc([N+](=O)[O-])cn2)cc1)C(=O)N1CCOCC1
46. COCCNC(=O)c1ccccc1NC(=O)c1ccccc1N(C)S(=O)(=O)c1ccc(C)cc1

entry no.	41	42	43	44	45	46
PfHsp90 set2	x	-19	5	-17	3	1
CAL PDZ FP-1	-0.7	-3.0	-1.9	-1.9	-0.7	-1.1
Rtt109 HAT inh	-1	11	-1	-8	1	0
PvdQ inh	7	-3	-3	-6	-5	11
CAL PDZ FP-2	8	-8	-4	-1	-4	0
SR-BI HDL uptake	-23	13	13	-10	-19	-22
NSD2 inh	1	-2	20	9	1	5
MITF TRPM1 HTS	12	2	-5	15	0	1
dFosB activator	-13	1	3	12	-8	-12
SR-BI DiI-HDL act	23	-13	-13	10	19	22

Three compounds from above, ordered by their value in CAL PDZ FP-1, smallest number first:
No.	Compound	CAL PDZ FP-1
43	COc1ccc(/C=N/NC(=O)CN(C2=NS(=O)(=O)c3ccccc32)c2ccccc2)cc1OC	-1.9
46	COCCNC(=O)c1ccccc1NC(=O)c1ccccc1N(C)S(=O)(=O)c1ccc(C)cc1	-1.1
41	O=S(=O)(Nc1cc(Cl)ccc1-n1cncn1)c1ccccc1Cl	-0.7

Screens deposited in PubChem BioAssay by Broad Institute.
